Screens deposited in PubChem BioAssay by several laboratories.
Rtt109 HAT inh: inhibitors of Candida albicans Rtt109/Vps75 histone acetyltransferase; purified Rtt109/Vps75, ThioGlo CoA-SH fluorescence, 4 h; inhibition, % at 34.9 µM; 330,000 tested, 0.16% active;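 active = inhibition of at least 50% in every replicate; inconclusive = best replicate reaches 50% inhibition but some replicates fall short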
cardiac RTF act: increases calcium sensitivity of human cardiac regulated thin filaments; P19429+P45379; AID 493008; 340,000 tested, 0.24% active; IANBD-labeled TnC RTF fluorescence at EC20 calcium; 0% EC20 calcium, 100% full calcium; activation, % at 7.2 µM;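 active = activation above the mean over all tested compounds plus 3 SD, cut at about 30% in these data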;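 note: rise in fluorescence read as greater calcium sensitivity of cardiac thin filaments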
Wnt bcat act: Wnt/beta-catenin pathway activation. Wnt/beta-catenin reporter cell assay, activator, plate reader. AID 743398. activation, % at 9.35 µM. 300,000 tested, 1.2% active; in the data active = activation above about 30%, passing the limit was not always enough; inconclusive = no clear call, values can overlap the other calls;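 note: 0% = neutral control wells and 100% = positive control wells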
CDK5 inh: blocks human CDK5/p35 kinase activity. Q00535+Q15078. Recombinant CDK5/p35, ADP-Glo luminescence, 60 min. inhibition, % at 10 µM. 330,000 tested, 0.01% active. AID 488839;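 active = highest replicate inhibition of at least 50% and at least 75% of replicates reaching 50%; inconclusive = only one of the two criteria met; inactive = both criteria failed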;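 note: plate controls were DMSO neutral control for no effect and GW8510 at 10 µM for full effect; many of its hits are not listed in these tables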
PvdQ acylase: blocks Pseudomonas aeruginosa PvdQ acylase activity. 340,000 tested, 0.063% active. inhibition, % at 10 µM. purified PvdQ acylase, fluorescence plate reader; in the data active = inhibition above about 30%, passing the limit was not always enough; inconclusive = no clear call, values can overlap the other calls;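 note: 0% = vehicle neutral wells and 100% = reference inhibitor wells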
dFosB act: mouse delta FosB homodimer activation; activation, % at 25 µM; 340,000 tested, 0.99% active; P13346; purified delta FosB, TAMRA-CDK5 oligo fluorescence polarization; percent of positive-control signal above neutral wells;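 active = mean activation above about 17%, with every replicate also reaching it, limit read from the data, passing the limit was not always enough; inconclusive = only one of the two conditions met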;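 note: fluorescence polarization rise as delta FosB binds a TAMRA Cdk5 AP-1 oligo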
Target sequence (P13346 whole entry, looked up): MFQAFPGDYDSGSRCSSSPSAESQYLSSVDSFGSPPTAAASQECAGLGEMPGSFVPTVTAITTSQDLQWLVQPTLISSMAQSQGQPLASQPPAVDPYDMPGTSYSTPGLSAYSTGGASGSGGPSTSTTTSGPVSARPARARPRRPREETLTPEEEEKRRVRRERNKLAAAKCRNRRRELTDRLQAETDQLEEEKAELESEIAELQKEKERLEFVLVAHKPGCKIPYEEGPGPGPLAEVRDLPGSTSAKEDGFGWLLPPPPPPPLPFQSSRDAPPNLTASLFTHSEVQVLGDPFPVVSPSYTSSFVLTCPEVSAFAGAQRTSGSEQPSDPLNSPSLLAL
HTR5A ag ctr: activates human HTR5A in OPRM1-OPRD1 agonist counter-screen | 340,000 tested, 0.61% active | HTR5A agonist assay, luminescence, cell-based | AID 504692 | activation, % at 9.3 µM | P47898; in the data active = activation mostly above about 9.5%, no sharp cut-off; inactive = mostly below about 7.6%;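 note: 0% = cells with vehicle only and 100% = reference agonist; strong numbers were not always called active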
SR-BI HDL uptake: mouse SR-BI HDL lipid transfer inhibition; Q61009; ldlA[mSR-BI] CHO cells, DiI-HDL uptake fluorescence, 3 h; inhibition, % at 12.5 µM; 320,000 tested, 0.96% active;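 active = mean replicate inhibition of at least 70% and a set share of replicates each scoring 70 or more; inconclusive = meets just one of the two criteria; inactive = fails both criteria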;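 note: 0% = median of neutral control wells and 100% = median of positive control wells; values of inactives mirror those of a sister screen read the other way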
Target sequence (Q61009 whole entry, looked up): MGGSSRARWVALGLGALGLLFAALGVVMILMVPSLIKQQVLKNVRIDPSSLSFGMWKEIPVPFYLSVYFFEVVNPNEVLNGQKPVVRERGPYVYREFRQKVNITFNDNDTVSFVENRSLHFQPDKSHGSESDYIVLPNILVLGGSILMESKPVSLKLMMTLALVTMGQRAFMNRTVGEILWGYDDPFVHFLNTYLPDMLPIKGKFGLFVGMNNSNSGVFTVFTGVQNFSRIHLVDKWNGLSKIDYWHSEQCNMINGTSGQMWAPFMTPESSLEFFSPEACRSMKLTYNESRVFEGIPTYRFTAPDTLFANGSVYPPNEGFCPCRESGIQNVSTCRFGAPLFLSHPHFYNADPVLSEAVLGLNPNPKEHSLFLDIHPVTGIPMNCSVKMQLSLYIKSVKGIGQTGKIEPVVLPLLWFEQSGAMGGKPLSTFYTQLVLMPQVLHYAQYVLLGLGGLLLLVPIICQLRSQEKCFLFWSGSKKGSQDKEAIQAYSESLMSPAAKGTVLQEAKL
MITF act: MITF TRPM1 promoter activation in melanoma cells | SK-MEL-5 TRPM1-promoter luciferase, 24 h; % of positive control, neutral wells = 0 | activation, % at 12.5 µM | 300,000 tested, 0.75% active;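 active = mean activation of at least 80% with every replicate also reaching 80%; inconclusive = mean reaches 80% but some replicate falls short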;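 note: 0% = neutral control wells and 100% = parthenolide positive control wells; values of inactives mirror those of a sister screen read the other way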
SR-BI uptake up: activators of SR-BI mediated HDL lipid uptake; CHO ldlA[mSR-BI] cells, DiI-HDL uptake fluorescence, 3 h; 100 = double the neutral-control signal; activation, % at 12.5 µM; 320,000 tested, 0.096% active;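 active = mean replicate activation of at least 60% and every replicate at or above 60%; inconclusive = mean or all-replicate condition met, but not both; inactive = mean below 60% and not all replicates reaching 60%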;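 note: 0% = median plate neutral-control signal and 100% = twice that signal; values of inactives mirror those of a sister screen read the other way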
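material = CHO ldlA[mSR-BI] cells | medium = Ham's F12 with 0.5% BSA, HEPES 25 mM, pH 7.4 | reagent = fluorescent DiI-HDL, 10 µg/mL final | compound dosing = single-point compound dose | incubation = 3 h, 37 °C | measured by = bottom-read fluorescence, 550/595 nm | measure = HDL uptake via cellular fluorescence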
* hit, by the source's call; ? = inconclusive; . = not tested or not shown.

Every second line gives: Rtt109 HAT inh	cardiac RTF act	Wnt bcat act	CDK5 inh	PvdQ acylase	dFosB act	HTR5A ag ctr	SR-BI HDL uptake	MITF act	SR-BI uptake up
> Cc1cccc(OCC(=O)N2CCN(C(=O)c3cccs3)CC2)c1
    -3	-1	.	0.1	-15	4	-5	-7	9	7
> N#Cc1ccccc1CSc1nc2ccc(NC(=O)c3ccccc3C(=O)O)cc2s1
    -1	6	-1	-0.9	-6	-7	-3	10	28	-10
> CN(CC(=O)Nc1cccc(F)c1)C(=O)c1cc2c(s1)CCCCC2
    -6	-7	.	0.2	-12	-8	1	-16	8	16
> CCNc1nc(Oc2ccc(=O)[nH]n2)nc(N2CCOCC2)n1
    18	4	.	2.7	10	-3	-2	8	.	-8
> Cc1ccc(CN(Cc2cc3cc(C)ccc3[nH]c2=O)C(=O)N2CCOCC2)cc1
    -3	3	-5	0.1	0	-4	-4	20	.	-20
> O=C(CSc1nc(-c2ccc(F)cc2)cc(C(F)(F)F)n1)Nc1ccc2c(c1)OCO2
    5	4	-2	-0.8	-4	?	0	40	10	-40
> O=C(CN1CCOc2ccccc21)NCc1ccc(Cl)cc1
    4	1	1	1.1	-16	-7	0	1	-26	-1
> Cc1c(NC(=O)/C(=C/c2cccs2)NC(=O)c2ccccc2)c(=O)n(-c2ccccc2)n1C
    -14	7	-2	-2.7	-13	-5	-4	-6	11	6
> Cc1occc1-c1nnc(SCC(=O)c2ccc(Cl)cc2)n1C
    -5	5	5	1.1	-11	-1	4	21	22	-21
> CCOC(=O)C1CCN(C(=O)CCN2C(=O)C3C4C=CC(C4)C3C2=O)CC1 (configuration not stated)
    5	-6	9	-0.1	7	-1	0	-8	-6	8
> COC(=O)c1ccccc1NC(=O)CN1C(=O)NC2(CCCCCCC2)C1=O
    -10	5	1	1.3	-10	-9	-2	0	-2	0
> CN(C)c1ccc(NC(=O)CC2NCCNC2=O)cc1 (configuration not stated)
    -6	-1	2	0.6	-1	-2	10	0	-1	0
> CCc1ccc(N2CC(C(=O)OCc3csc(CC(=O)Nc4ccccc4C)n3)CC2=O)cc1 (configuration not stated)
    -7	1	1	0.4	-3	0	-2	23	15	-23
> CC(C)[C@H](NC(N)=O)C(=O)Nc1cccc([N+](=O)[O-])c1
    -7	2	-1	1.9	-9	3	1	-3	2	3
> Cc1ccc(C(=O)C(OC(=O)CN2C(=O)c3ccccc3C2=O)c2ccccc2)cc1 (configuration not stated)
    -11	-4	-3	-1.1	1	7	-2	7	.	-7
> Cc1ccccc1-n1c(SC(C)C(=O)N2CCN(C)CC2)nc2ccccc2c1=O (configuration not stated)
    -2	-3	-1	-0.4	-10	-2	-4	-12	21	12
> CC1CCCCC1NC(=O)COC(=O)c1ccc2c(c1)NC(=O)CS2 (configuration not stated)
    0	1	-1	-1.0	-12	-9	-4	-4	-10	4
> C[C@H]1CN([C@@H](C)CO)C(=O)c2cccc(NC(=O)Nc3ccc(C(F)(F)F)cc3)c2O[C@@H]1CN(C)C(=O)Nc1ccc(F)cc1
    -12	13	-1	0.8	-10	-8	0	20	8	-20
> O=C(CN(C1CC1)S(=O)(=O)c1ccc(S(=O)(=O)NC2CCCCC2)cc1)Nc1ccccc1
    -2	-1	-2	0.2	14	7	0	38	1	-38
> Cc1ccsc1CNc1ncnc2ccc(-c3c(C)noc3C)cc12
    2	0	5	-0.3	6	-4	1	-11	-41	11
> CCC(c1nnnn1Cc1ccco1)N(Cc1cc2cc(C)cc(C)c2[nH]c1=O)CC1CCCO1 (configuration not stated)
    1	0	.	-0.2	3	8	-1	-6	-14	6
> COc1cccc(NC(=O)CN(C)C(=O)CN2C(=O)c3ccc([N+](=O)[O-])cc3C2=O)c1
    5	-3	-1	0.3	-3	0	6	-5	-2	5
> CC[C@@H](CC1CCCCC1)C(=O)N(Cc1ccccc1)c1ccccc1
    0	-7	-4	-0.2	-9	-2	-1	-5	-2	5
> COc1ccc(/C=N/n2cnc3c([nH]c4ccccc43)c2=O)cc1CO
    -1	-3	4	-0.3	6	3	-2	.	4	.
> O=C1C=C(N2CCOCC2)C2(CCCCC2)O1
    4	4	0	-0.7	-18	0	-1	-7	-12	7
> O=C(NC(=S)NC1CCS(=O)(=O)C1)c1ccccc1F (configuration not stated)
    2	1	3	1.2	7	-6	-2	-23	-6	23
> O=C(COC(=O)c1ccc(Cl)c(S(=O)(=O)N2CCCCC2)c1)NCc1ccco1
    -26	0	0	-0.1	-12	-10	-7	12	-9	-12
> Cc1c(Cl)cccc1NC(=O)c1ncn[nH]1
    -1	0	14	-3.0	-12	0	-2	.	14	.
> CN1CCOC(=O)/C1=N/Nc1cc(Cl)ccc1Cl
    0	1	-1	-1.2	6	-7	-2	15	-8	-15
> CSCC[C@H](NC(=O)c1cccc(S(=O)(=O)N2CCN(C)CC2)c1)c1nc2ccccc2[nH]1
    5	0	3	3.8	-12	-11	1	-8	-13	8
> COc1cccc(NC(=O)CNC(=O)c2ccc(F)cc2)c1
    6	-1	.	1.2	-23	-3	-2	-5	-5	5
> CN(Cc1ccc(-n2cccn2)cc1)Cc1nc(-c2cnccn2)no1
    2	1	-1	0.6	0	-1	3	2	-6	-2
> COc1ccc(C(=O)Nc2ccc(NC(=O)c3cccs3)cn2)cc1
    -7	-7	-1	-0.7	-6	33*	4	.	13	.
> CCCc1nc2c(sc3nc4c(cc32)COC(C)(C)C4)c(=O)o1
    -14	2	0	-4.0	-18	-4	2	11	.	-11
> O=C(Nc1ccncc1)Nc1ccc(F)cc1
    -6	3	6	-0.9	-5	-14	8	7	13	-7
> CC1(C)CC(=O)C2=C(C1)OC(N)=C(C#N)C21C(=O)N2CCCc3cccc1c32 (configuration not stated)
    19	-10	-1	1.2	3	-3	1	-4	-1	4
> CC(C)Cc1nc(SCC(=O)N2CCCCC2)c2c(=O)n(C)c(=O)n(C)c2n1
    6	0	1	0.9	-14	-5	5	0	13	.
> Cc1cc(C)c2c(=O)[nH]c(SCC(=O)N3CCCCC3)nc2n1
    19	-4	0	-0.1	-7	-10	4	-15	0	15
> Cc1ccc(Cn2c(SCC(=O)N/N=C/c3ccccc3OCC(=O)O)nc3ccccc32)cc1
    3	3	0	1.3	9	-13	13*	-7	-18	7
> Cc1ccc(C(=O)CSc2nc(O)cc(=O)[nH]2)cc1C
    -1	-6	1	0.9	-5	-4	9	4	.	-4
> CCC(C)c1ccc(S(=O)(=O)N2CCN(C(=O)c3ccc(Cl)c(S(=O)(=O)N4CCOCC4)c3)CC2)cc1 (configuration not stated)
    2	1	5	-2.3	-7	-12	0	-6	-31	6
> CSc1nc2ccccc2c(=O)n1N
    17	-3	.	0.7	-4	-10	-2	-3	6	3
> O=C(Nc1ccc(N2CCOCC2)c(Cl)c1)c1ccc(S(=O)(=O)N2CCOCC2)cc1
    23	-7	3	-1.6	9	-6	4	20	6	-20
> CCCN(CCC)S(=O)(=O)c1ccc(Cl)c([N+](=O)[O-])c1
    4	-1	0	1.5	7	0	8	-1	-19	1
> COC(=O)C(N)Cc1ccc(O)cc1 (configuration not stated)
    2	7	-4	1.4	-5	-10	6	-6	6	6
> CNC(=O)c1c(NC(=O)CCS(=O)(=O)c2ccccc2)sc(C)c1C
    -1	-2	-2	0.7	-14	1	0	-2	6	2
> C/C(=N/NC(=O)CNC(=O)c1ccccc1F)c1ccc2c(c1)CCCC2
    5	0	0	1.3	-8	-3	-2	17	5	-17
> CC(=O)c1cnc(-c2ccccc2)s1
    3	.	3	-0.1	2	1	.	-17	13	17
> CCOC(=O)c1ccc(NC(c2ccc(N(C)C)cc2)P(=O)(OC(C)C)OC(C)C)cc1 (configuration not stated)
    4	0	-24	-0.9	-10	-9	-5	6	0	-6
> CCO[C@@H]1OC(C(=O)N2CCCCCCC2)=C[C@H](C2CCCCC2)[C@H]1CCCO
    21	-2	0	-0.5	-2	3	0	-24	0	24

The list continues.
Every second line gives: Rtt109 HAT inh	cardiac RTF act	Wnt bcat act	CDK5 inh	PvdQ acylase	dFosB act	HTR5A ag ctr	SR-BI HDL uptake	MITF act	SR-BI uptake up
> O=C(c1cc(-c2cccc(Cl)c2)on1)N1CCN(c2ccc(F)cc2)CC1
    0	-1	-2	0.5	-1	21*	2	-12	-6	12
> Nc1ccccc1C(=O)N/N=C1/C2CN3CCN(C2)CC1(Cc1ccccc1)C3
    -18	-5	2	0.6	-8	6	4	-18	14	18
> N#CC1=C(N)NC(=S)C(C(N)=O)C1c1ccc(Cl)cc1Cl (configuration not stated)
    0	0	14	6.7	-2	0	-2	-20	-4	20
> COc1ccc(S(=O)(=O)N2CCC(=O)N2)cc1
    11	-4	.	-1.0	-7	-2	5	-17	0	17
> CCOC(=O)c1sc2nc(SCC#N)n(CCCN3CCCC3=O)c(=O)c2c1C
    -4	4	-3	0.8	-6	-30	4	17	-1	-17
> S=C(Nc1ccc(Br)cc1)NC1CCN(Cc2ccccc2)CC1
    9	-7	0	0.5	-7	1	10	8	-8	-8
> COc1cccc(CN2CCN(Cc3ccc4c(c3)OCCO4)CC2CCO)c1 (configuration not stated)
    5	0	-1	-1.7	-9	-8	-2	.	3	.
> CC(=O)NC(c1ccc(Cl)cc1Cl)c1ccc2cccnc2c1O (configuration not stated)
    -5	-1	-1	1.0	-4	3	-1	-3	.	3
> Cc1cc(SCC(=O)N(C)C2CCS(=O)(=O)C2)nc2c(C)cccc12 (configuration not stated)
    -19	2	-2	0.4	-8	-4	-2	22	5	-22
> CCN1CCN(C(=O)CCN2C(=O)COc3ccc(C)cc32)CC1
    5	-2	.	0.4	4	-4	8	-4	.	4
> Cc1c(NC(=O)CN2C(=O)NC(C)(c3ccccc3)C2=O)c(=O)n(-c2ccccc2)n1C (configuration not stated)
    -5	7	2	-1.2	-11	-4	0	8	-7	-8
> Cc1csc(NC(=O)C2CCN(S(=O)(=O)c3ccc4c(c3)oc(=O)n4C)CC2)n1
    1	-1	-2	-2.3	-19	-16	-6	-6	-4	6
> Cc1cccc[n+]1CC(=O)Nc1ccccc1
    3	-5	-2	-0.3	-5	-5	4	-10	2	10
> CCOCCc1nn2c(=O)cc(CSCC(=O)Nc3cccc(C)c3C)nc2s1
    -2	0	-2	-0.6	-14	4	5	-33	-6	33
> Cc1cccc(-n2ccnc2SCC(=O)Nc2cc(C)on2)c1
    -3	7	.	0.1	-13	3	0	.	26	.
> CN(Cc1ccnc2ccccc12)C(=O)C1CCC(=O)N(Cc2ccccc2F)C1 (configuration not stated)
    -14	0	0	0.5	-9	0	-1	-28	-10	28
> CC(C)CCN1C(=O)c2ccc(C(=O)Nc3c[nH]c(=O)[nH]c3=O)cc2C1=O
    -3	1	0	1.6	-6	8	2	-12	4	12
